Screening results as filed in PubChem.
IEC-6 cytotox – IEC-6 cytotoxicity, counter-screen for KLF5 inhibitors; luminescence viability; AID 1825; 290,000 compounds, 0.78% hits; inhibition, % at 5 µM; in the data active = inhibition above about 22%;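 note: 0% = plate median of test compound wells and 100% = cytotoxic reference compound wells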
aSyn UTR inh – 5' untranslated region of α-synuclein, MLPCN primary screen; alpha-synuclein 5'UTR reporter, inhibitor activity; inhibition, % (tested at 7.5 µM); 300,000 compounds, 0.82% hits; AID 1813; in the data active = inhibition above about 60%;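 note: H4 neuroglioblastoma cells stably carrying SNCA 5'UTR luciferase fusion; 0% = DMSO wells and 100% = positive control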
GSK3A inh – human GSK-3 alpha kinase inhibition; P49840; ADP-Glo luminescence, 60 min; inhibition, % at 10 µM; 320,000 compounds, 0.1% hits;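 in the data active = inhibition above about 50%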;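 note: GST-tagged GSK-3 alpha with peptide substrate and 25 µM ATP; 0% = DMSO neutral wells and 100% = GW8510 positive control wells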
Target sequence (P49840 whole entry, looked up): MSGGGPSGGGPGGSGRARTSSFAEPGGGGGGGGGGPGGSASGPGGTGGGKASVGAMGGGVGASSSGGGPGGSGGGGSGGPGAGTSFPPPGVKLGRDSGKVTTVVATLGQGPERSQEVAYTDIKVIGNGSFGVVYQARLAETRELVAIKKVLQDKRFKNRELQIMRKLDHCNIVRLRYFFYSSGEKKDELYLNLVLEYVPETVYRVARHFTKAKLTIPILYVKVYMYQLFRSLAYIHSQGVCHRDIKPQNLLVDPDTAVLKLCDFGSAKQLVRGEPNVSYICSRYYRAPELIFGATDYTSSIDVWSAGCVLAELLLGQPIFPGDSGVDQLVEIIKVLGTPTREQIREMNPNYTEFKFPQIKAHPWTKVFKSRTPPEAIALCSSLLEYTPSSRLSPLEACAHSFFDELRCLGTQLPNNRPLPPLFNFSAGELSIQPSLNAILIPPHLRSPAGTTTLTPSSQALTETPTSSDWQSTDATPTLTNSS
Dyrk1A ADPGlo – blocks rat Dyrk1A kinase activity; 310,000 compounds, 0.43% hits; ADP-Glo luminescence, NFATc1 peptide; Q63470; inhibition, % at 12.5 µM; in the data active = inhibition above about 50%;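 note: plate controls were vehicle with enzyme for no effect and no enzyme for full effect; many of its hits are not listed in these tables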
HSP90 inh – inhibitors of HSP90 luciferase refolding in rabbit reticulocyte lysate; 290,000 compounds, 0.91% hits; luciferase refolding luminescence, 3 h; inhibition, % at 5.6 µM; AID 1789;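 active = inhibition above the screen-wide mean plus 3 SD, computed separately per campaign, cut at about 16% in these data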;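 note: 0% = DMSO wells and 100% = 60 µM geldanamycin wells; inhibitors lower the luminescence because luciferase stays unfolded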
KLF5 inh – inhibitors of KLF5 expression; AID 1700; DLD-1 KLF5 promoter-luciferase reporter, luminescence; inhibition, % at 5 µM; 290,000 compounds, 0.23% hits;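 active = inhibition above a per-plate limit of that plate's mean compound inhibition plus 3 SD, cut at about 60% in these data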;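 note: 0% = DMSO wells and 100% = LY294002 at 200 µM; higher means less KLF5 promoter-driven luciferase light; inactives centre near -14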
HSF1 inhib – HSF1 inhibition | NIH3T3-HGL HSE-luciferase, MG132-induced, luminescence 8 h; hits give low values | activity change, negative = inhibition, % at 7.5 µM (by protocol) | 300,000 compounds, 0.77% hits | AID 2098;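 active = more than half of replicate wells show activity change below -50%, luminescence cut by over half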;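 note: luciferase reports HSF-1 transcriptional activity via heat shock element; 0% = median of DMSO wells and -100% = zero luminescence signal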
GSK3B inh – blocks human GSK3beta kinase activity | P49841 | GST-GSK3beta kinase, ADP-Glo luminescence, 60 min; hits give low values | activity score (negative = inhibition), % at 10 µM | 300,000 compounds, 0.038% hits | AID 2097;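 active = more than half of replicate wells score below -50%, meaning over 50% inhibition versus plate controls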;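 note: 0% = median DMSO wells and -100% = median GW8510 positive control wells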
Target sequence (P49841 whole entry, looked up): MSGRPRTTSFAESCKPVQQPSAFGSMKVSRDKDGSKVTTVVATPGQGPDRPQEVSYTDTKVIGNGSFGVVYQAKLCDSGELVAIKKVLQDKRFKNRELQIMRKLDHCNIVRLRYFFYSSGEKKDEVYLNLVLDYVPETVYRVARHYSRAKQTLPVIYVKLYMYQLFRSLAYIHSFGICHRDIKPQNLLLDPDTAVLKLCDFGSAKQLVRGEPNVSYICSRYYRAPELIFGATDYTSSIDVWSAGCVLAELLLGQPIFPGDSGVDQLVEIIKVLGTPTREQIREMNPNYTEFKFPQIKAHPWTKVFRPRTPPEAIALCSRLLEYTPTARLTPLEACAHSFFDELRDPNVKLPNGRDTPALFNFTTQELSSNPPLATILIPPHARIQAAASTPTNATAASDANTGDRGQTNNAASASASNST
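Test system – GST-tagged human GSK3beta kinase, cell-free · Incubation – 60 min enzyme reaction, room temperature · Signal – ADP-Glo luminescence · Also added – peptide substrate and ATP at 25 µM · Controls – DMSO neutral wells and GW8510 at 20 µM as positive · Buffer or medium – Tris/MgCl2 kinase buffer · Measure – Luminescence-derived activity versus plate DMSO and GW8510 wells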
HSF-1 act – increases HSF-1 driven luciferase reporter signal; NIH3T3-HGL HSF-1 luciferase reporter, MG132, 8 h; 100% = twice DMSO control signal; activation, % at 9 µM; 300,000 compounds, 1.7% hits;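 active = mean replicate activation of at least 50% with a set share of replicates each reaching 50%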;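 note: 0% = median of the neutral control wells and 100% = twice that signal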
Platelet DG rel – modulates dense granule release in human platelets. 300,000 compounds, 0.22% hits. human platelet-rich plasma, SFLLRN dense granule ATP release, luminescence. inhibition, %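 (compounds screened at 7.5 µM in platelet-rich plasma)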;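 active = mean replicate score, as percent of positive control, at or above 50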
An asterisk follows results filed as active; / = not tested or not shown. The list is partial; the hit share may differ from the screen's.

structure | IEC-6 cytotox | aSyn UTR inh | GSK3A inh | Dyrk1A ADPGlo | HSP90 inh | KLF5 inh | HSF1 inhib | GSK3B inh | HSF-1 act | Platelet DG rel
CC(C)C[C@H](NC(=O)[C@@H]1Cc2c([nH]c3ccccc23)C2c3ccccc3C(=O)N21)C(=O)NCC1CCCO1 (stereo partly drawn) | 8 | -4 | 0 | 15 | 2 | -9 | 2 | 0 | -6 | 5
CC(=O)Nc1ccc(C2(O)COc3ccccc3O2)cc1 (stereo not drawn) | -7 | -31 | 0 | 2 | -1 | -13 | 1 | -2 | -2 | 1
Cc1ccc(NC(=S)NC(C)CCc2ccccc2)cc1C (stereo not drawn) | 3 | 7 | -1 | -2 | 5 | -90 | -3 | -2 | 4 | -5
CN(C)S(=O)(=O)c1ccc(N2CCCC2)c(C(=O)NNC(=O)COc2ccccc2F)c1 | / | 0 | -5 | -1 | / | / | 2 | 1 | 10 | 0
Cc1csc(SCC(=O)Nc2ncc(Cl)c(C)c2Cl)n1 | 5 | -3 | 1 | 3 | 2 | -76 | 6 | 1 | 2 | 4
COc1cccc(C(=O)NCCS(=O)(=O)NCCc2ccc(OC)c(OC)c2)c1 | / | 3 | -2 | -5 | / | / | -1 | 3 | 0 | 0
CN(C(=O)c1nc(-c2ccccc2)n(-c2ccccc2)n1)C1CCS(=O)(=O)C1 (stereo not drawn) | -4 | -14 | -1 | -2 | 0 | -10 | 4 | 0 | 12 | 15
c1ccc(OCCOc2ncnc3sccc23)cc1 | 3 | -126 | 2 | -5 | -4 | -32 | 22 | -3 | 36 | -6
CCC(=O)N1CCc2cc(S(=O)(=O)CCC(=O)Nc3ccc(OC)cc3)ccc21 | -2 | -10 | -2 | -4 | -1 | -18 | 2 | -1 | 6 | -9
O=C1c2cccc3c(Cl)ccc(c23)C(=O)N1O | 22* | 10 | 1 | / | -2 | -2 | 2 | -4 | 27 | 5
CCN(CC)c1ccc(/C=N/Nc2ccc(C)cc2)c(O)c1 | 2 | / | 2 | -7 | -3 | -21 | / | / | / | /
CC1(C)Cc2ccccc2-c2nc(NCCO)n(-c3ccccc3)c(=O)c21 | -2 | -6 | 7 | 2 | -2 | 0 | -1 | -1 | 4 | 0
Cc1ccc(/C(N)=N/OC(=O)COc2ccccc2Cl)cc1 | -2 | -95 | -1 | 2 | -3 | -43 | 0 | 4 | -6 | -14
COC(=O)CSC1=C(C#N)C(c2sccc2C)CC(=O)N1 (stereo not drawn) | -3 | 17 | 0 | -3 | 0 | -11 | -2 | -3 | -3 | -9
CCOc1cc(Br)c(C(=O)O)cc1OC | -1 | 7 | 0 | -2 | -2 | 9 | -9 | -13 | -8 | 0
Cc1ccccc1CC(=O)Nc1ccc2c(C)cc(=O)oc2c1 | 5 | -15 | -1 | -5 | 6 | -30 | -4 | -1 | 6 | 3
CCn1c(SCC(=O)NC(C)C(C)C)nc2cc(S(=O)(=O)N3CCOCC3)ccc21 (stereo not drawn) | 5 | -6 | -2 | -4 | 2 | -6 | -3 | -4 | 5 | 5
O=C(NCCCN1CCC(Cc2ccccc2)CC1)C1CC(=O)N(C2CCCC2)C1 (stereo not drawn) | -7 | 12 | -2 | 0 | 0 | -16 | -62* | 0 | -71 | 21
Cc1nn(CC(=O)O)c(C)c1NC(=O)c1cccs1 | -1 | -3 | / | -6 | 3 | -6 | -3 | 2 | -9 | 3
Cc1ccccc1NC(=S)C1=C(O)c2sccc2N(C)S1(=O)=O | 4 | -7 | -1 | -2 | 2 | -26 | 25 | 0 | 58* | 3
Cc1cc(NC(=O)CCC(=O)N(CCc2ccccc2)C(C(=O)NC2CCCC2)c2ccco2)no1 (stereo not drawn) | 0 | 8 | -1 | -1 | 1 | 6 | 0 | 0 | -9 | 1
Cc1cc(C)c(C#N)c(SCc2cc3c(cc2Cl)OCO3)n1 | -4 | 23 | 1 | / | 1 | 8 | 6 | 2 | 3 | 5
CC(=O)Nc1ccc(NC(=O)C(C)Sc2n[nH]c(-c3ccc(C)cc3)n2)cc1 (stereo not drawn) | / | -1 | -2 | 1 | / | / | 3 | 1 | 7 | 10
COc1ccc(NS(=O)(=O)c2ccc(C)c(C(=O)N(C)Cc3ccc(OC)cc3OC)c2)cc1 | / | -4 | -2 | -3 | / | / | 0 | -3 | -14 | 28
Cn1c(NN)nc2c1c(=O)n(Cc1ccccc1)c(=O)n2C | -4 | -1 | 1 | 7 | -1 | -38 | -10 | -3 | -4 | 1

Whole records as entered above:
Listed for `CC(=O)Nc1ccc(C2(O)COc3ccccc3O2)cc1` (stereo not drawn) : IEC-6 cytotox = -7; aSyn UTR inh = -31; GSK3A inh = 0; Dyrk1A ADPGlo = 2; HSP90 inh = -1; KLF5 inh = -13; HSF1 inhib = 1; GSK3B inh = -2; HSF-1 act = -2; Platelet DG rel = 1
Listed for `CC1(C)Cc2ccccc2-c2nc(NCCO)n(-c3ccccc3)c(=O)c21` : IEC-6 cytotox = -2; aSyn UTR inh = -6; GSK3A inh = 7; Dyrk1A ADPGlo = 2; HSP90 inh = -2; KLF5 inh = 0; HSF1 inhib = -1; GSK3B inh = -1; HSF-1 act = 4; Platelet DG rel = 0

Results in KLF5 inh, HSF1 inhib and IEC-6 cytotox, for some of the entries so far:
molecule,KLF5 inh,HSF1 inhib,IEC-6 cytotox
CCOc1cc(Br)c(C(=O)O)cc1OC,9,-9,-1
Cn1c(NN)nc2c1c(=O)n(Cc1ccccc1)c(=O)n2C,-38,-10,-4
Cc1ccc(/C(N)=N/OC(=O)COc2ccccc2Cl)cc1,-43,0,-2

New compounds follow
structure | IEC-6 cytotox | aSyn UTR inh | GSK3A inh | Dyrk1A ADPGlo | HSP90 inh | KLF5 inh | HSF1 inhib | GSK3B inh | HSF-1 act | Platelet DG rel
Cc1oc(-c2ccccc2F)nc1CS(=O)CC(=O)NC1CCCC1 (stereo not drawn) | -2 | 14 | -2 | -1 | 1 | -21 | 7 | -1 | -6 | -2
Cc1ccc2nc(-c3ccc(SCC(=O)Nc4nnc(C)s4)nc3)[nH]c2c1 | -3 | -94 | / | / | 0 | -51 | / | -3 | / | 1
O=C(CC(=O)c1ccccc1)Nc1cccnc1Cl | 0 | -119 | -2 | -3 | -4 | -26 | -7 | 3 | 20 | 4
Cc1cc(C)n(C(=O)CCCn2cc([N+](=O)[O-])cn2)n1 | -6 | 6 | -2 | / | 1 | -5 | 9 | 2 | 27 | 9
O=C(/C=C/c1cnc2ccccc2n1)NC12CC3CC(CC(C3)C1)C2 | -1 | -140 | 5 | -8 | 28* | -111 | -71* | 3 | -76 | -9
COc1ccc(-c2cc(=O)c(C(=O)c3ccc(C)cc3)n[nH]2)cc1 | -2 | 5 | -1 | -3 | 2 | -15 | -5 | 0 | 1 | -6
Cc1c(Cl)cccc1NC(=O)CSc1nnc(C)n1-c1ccccc1 | 0 | -3 | -1 | -7 | 1 | -22 | 6 | 0 | 13 | 1
CN(C)S(=O)(=O)Nc1ccc2c(c1)Cc1ccccc1-2 | -4 | -55 | -6 | 5 | 0 | -24 | 8 | 2 | 5 | -14
CC(=O)Nc1c(NCC(C)C)c2ccccc2oc1=O | 2 | 17 | 0 | 2 | 4 | -2 | -5 | 1 | 2 | -3
N#Cc1c(NC(=O)CSc2nnc(-c3ccccc3)o2)sc2c1CCCC2 | -1 | 16 | -3 | 3 | -2 | -32 | 52 | -1 | 76* | 0
NC(=O)CCNC(=O)c1ccc(Cl)cc1 | -2 | 3 | 1 | -3 | -1 | -14 | -4 | -5 | 12 | 2
COc1ccccc1OCc1nc(-c2cccc([N+](=O)[O-])c2)no1 | -2 | -30 | 0 | 0 | -1 | 26 | 11 | -1 | 2 | -5
O=C1c2ccccc2-c2onc3ccc(NCc4ccco4)c1c23 | 2 | 35 | 5 | 43 | 2 | -7 | 2 | -1 | -3 | 6
O=C(CCl)Nc1ccc(Oc2cnc3ccccc3n2)cc1 | -4 | -53 | 0 | 5 | 3 | -15 | -2 | 1 | -15 | 10
O=C(O)CCC(=O)CCC(=O)c1ccccc1 | -4 | 21 | -4 | 8 | 2 | 5 | -6 | -1 | -4 | -1
Cc1ccc(O)c(-c2cc(C(=O)Nc3c(C)n(C)n(-c4ccccc4)c3=O)[nH]n2)c1 | -6 | -2 | -3 | 1 | 0 | -17 | -3 | -2 | -11 | 9
CCOC(=O)c1[nH]cnc1C(=O)NC1CCCCC1 | -3 | 10 | 3 | 5 | 0 | -3 | -7 | 0 | -18 | 1
CCCCc1nnc(NC(=O)CSc2nc(O)c(Cc3ccccc3)c(=O)[nH]2)s1 | -6 | 13 | 5 | -3 | -3 | 1 | -8 | 2 | 0 | 11
Cc1sc2ncnc(N3CCC(C(=O)N(C)CC(=O)Nc4ccccc4Br)CC3)c2c1C | -1 | 21 | 4 | 16 | -1 | -3 | -17 | 1 | -11 | 19
Nc1[nH]n(-c2ccccc2)c(=O)c1N=Nc1ccccc1 | -1 | -138 | / | -1 | -3 | -86 | 41 | 2 | 44 | 8
CN1CCN(c2ccc(C(=O)c3cn(-c4ccc(F)c(Cl)c4)nn3)cc2)CC1 | 4 | -5 | -5 | 3 | 2 | -28 | 5 | 1 | 2 | -19
C=CCOc1ccc(C2C(C#N)=C(N)N(Nc3ccccc3)C3=C2C(=O)CC(C)(C)C3)cc1OC (stereo not drawn) | -4 | -21 | 2 | 5 | 2 | -26 | 5 | 2 | 16 | 3
COc1cccc(/C=C/C(=O)Nc2ccc(C(=O)Nc3cccc(S(N)(=O)=O)c3)cc2)c1OC | -2 | -26 | -2 | 2 | -4 | -26 | -1 | 1 | -5 | 4
COc1cc(C(C)=O)ccc1COc1ccc(C(=O)OCC(=O)NC2CCS(=O)(=O)C2)cc1OC (stereo not drawn) | 0 | 28 | -1 | -1 | 2 | -11 | -15 | 5 | 0 | 9

Records listed above printed as active in HSP90 inh.
smiles	aSyn UTR inh	GSK3A inh	Dyrk1A ADPGlo	HSP90 inh	KLF5 inh	HSF1 inhib	GSK3B inh	HSF-1 act	Platelet DG rel
O=C(/C=C/c1cnc2ccccc2n1)NC12CC3CC(CC(C3)C1)C2	-140	5	-8	28*	-111	-71*	3	-76	-9
